procasp3 activ – procaspase-3 (human) activation; 0.11% of 330,000 active; P42574; recombinant procaspase-3 D3A, Ac-DEVD-pNA absorbance 405 nm; activation, % at 8.5 µM;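 active = activation above the mean of all tested compounds plus 3 SD, cut at about 21% in these data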;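 also: 0% = DMSO alone and 100% = DMSO wells spiked with extra 5 µM PC-3 D3A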
Target sequence (P42574 whole entry D9A/D28A/D175A): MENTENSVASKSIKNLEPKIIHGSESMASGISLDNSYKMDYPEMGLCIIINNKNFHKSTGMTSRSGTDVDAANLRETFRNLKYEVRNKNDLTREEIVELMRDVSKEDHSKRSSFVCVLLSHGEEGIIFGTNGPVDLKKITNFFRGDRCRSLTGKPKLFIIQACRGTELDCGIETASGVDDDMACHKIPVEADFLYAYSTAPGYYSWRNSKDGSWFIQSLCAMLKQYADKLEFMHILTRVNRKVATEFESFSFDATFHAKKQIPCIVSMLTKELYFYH
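assay system = Procaspase-3 D3A mutant | signal = absorbance at 405 nm, 0 and 120 min | times = 1 h preincubation plus 2 h reaction at 25 °C | repeats = single replicate | read-out = % activation between DMSO and enzyme-spiked controls | medium = Zinc-free HEPES saline buffer with Triton X-100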
PAFAH2 inh – PAFAH2 (human) inhibition | Q99487 | recombinant PAFAH2, FP-rhodamine activity probe, fluorescence polarization | inhibition, % at 3.39 µM | 0.99% of 340,000 active | AID 492956;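 active = inhibition above the mean over all tested compounds plus 3 SD, cut at about 30% in these data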;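 also: inhibitors block probe labeling of enzyme so polarization drops; 0% = enzyme with DMSO and 100% = wells lacking PAFAH2 protein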
PP5 inh – PP5 (human) phosphatase inhibition; P53041; purified PP5c, OMFP substrate fluorescence; inhibition, % at 6.7 µM; 0.18% of 320,000 active;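 active = inhibition above the campaign's mean inhibition across all tested compounds plus 3 SD, cut at about 9.5% in these data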;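 also: 0% = DMSO only and 100% = 100 µM cantharidin control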
CTSL1 counter – blocks F. hepatica cathepsin L1 in PFM18AAP counter-screen. recombinant F. hepatica cathepsin L1, Z-Leu-Arg-MCA fluorescence. inhibition, % at 5.96 µM. 0.49% of 300,000 active;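 active = inhibition above the mean of all tested compounds plus 3 SD, set per screening campaign, cut at about 17% in these data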;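 also: 0% = plate median of test compound wells and 100% = 1 µM Z-Phe-Ala-diazomethylketone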
PP1 inh – counter-screen for PP5 inhibitors: inhibitors of human PP1-alpha | purified PP1alpha, OMFP fluorescence | P62136 | inhibition, % at 6.7 µM | 0.9% of 320,000 active | AID 2235;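 active = inhibition above the mean inhibition of all tested compounds plus 3 SD, computed separately for each screening campaign, cut at about 15% in these data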
Target sequence (P62136 whole entry, looked up): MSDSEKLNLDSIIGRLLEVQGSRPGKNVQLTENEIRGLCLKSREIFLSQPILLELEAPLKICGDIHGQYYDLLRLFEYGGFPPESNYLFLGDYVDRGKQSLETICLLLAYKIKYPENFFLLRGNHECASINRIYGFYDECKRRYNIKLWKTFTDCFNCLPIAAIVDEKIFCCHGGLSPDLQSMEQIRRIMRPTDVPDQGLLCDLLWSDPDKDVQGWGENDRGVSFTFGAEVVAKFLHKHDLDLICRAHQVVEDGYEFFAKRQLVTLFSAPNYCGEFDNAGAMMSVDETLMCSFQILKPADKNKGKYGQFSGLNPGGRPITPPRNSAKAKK
core dimer inh – HCV core protein dimerization inhibition | TR-FRET GST/Flag-core106 dimerization, 1536-well | inhibition, % at 5 µM | 0.33% of 300,000 active;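 active = inhibition above the mean of all tested compounds plus 3 SD, set per screening campaign, cut at about 45% in these data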
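assay system = GST-tagged and Flag-tagged HCV core protein residues 1-106 | controls = unlabelled core106 and no-GST-core106 wells | incubation = compound-protein-antibody incubation 4 h at 22.5 °C | probe or stimulus = Eu donor and XL665 acceptor anti-tag antibodies | read-out = % inhibition based on acceptor/donor emission ratio | signal = TR-FRET 671 and 617 nm emission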
AHR activator – activates the human aryl hydrocarbon receptor | activation, % at 5 µM | AID 2796 | AHR-responsive luciferase reporter cells, luminescence | 2.5% of 320,000 active | P35869; in the data active = activation above about 47%;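 also: 0% = vehicle wells and 100% = reference agonist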
proCasp7 act – counter-screen for procaspase-3 activators: activators of human procaspase-7 | recombinant procaspase-7, Ac-DEVD-pNA absorbance 405 nm; D23A/D198A/D206A triple mutant, cannot self-cleave; scale: DMSO 0, 5 µM enzyme 100 | activation, % at 8.5 µM | 0.093% of 330,000 active | P55210;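 active = percent activation above the screen-wide mean plus 3 SD, cut at about 25% in these data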
Target sequence (P55210 whole entry D23A/D198A/D206A): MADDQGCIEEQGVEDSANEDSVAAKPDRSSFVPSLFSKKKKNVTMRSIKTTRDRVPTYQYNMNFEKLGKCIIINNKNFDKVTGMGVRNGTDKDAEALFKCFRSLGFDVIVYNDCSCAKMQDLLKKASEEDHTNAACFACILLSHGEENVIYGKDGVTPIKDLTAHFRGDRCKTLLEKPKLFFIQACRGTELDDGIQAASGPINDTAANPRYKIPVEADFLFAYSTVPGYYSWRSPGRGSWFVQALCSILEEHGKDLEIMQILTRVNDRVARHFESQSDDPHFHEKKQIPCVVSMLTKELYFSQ
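Assay system: Uncleavable procaspase-7 mutant enzyme / Input: 2 µM procaspase-7 mutant as dispensed / Dosing: single nominal 8.5 µM compound dose, 0.8% DMSO final / Timing: 1 h enzyme–compound preincubation and 2 h substrate reaction, both 25 °C / Detection: p-Nitroaniline absorbance at 405 nm, read at 0 and 120 min / Replication: singlicate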
TPT1 inhibitor – blocks Candida albicans tRNA 2'-phosphotransferase. inhibition, % at 5 µM. 0.81% of 300,000 active. recombinant caTPT1, FP RNA substrate dephosphorylation;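 active = inhibition above the mean of all tested compounds plus 3 SD, set per screening campaign, cut at about 24% in these data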;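 also: plate controls were DMSO alone for no effect and ferristatin control at 100 nM for full effect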
The depositor's hits bear a star; · = not tested or not shown; & = joins results of further samples.

Screens in order: procasp3 activ, PAFAH2 inh, PP5 inh, CTSL1 counter, PP1 inh, core dimer inh, AHR activator, proCasp7 act, TPT1 inhibitor
- CS(=O)(=O)c1sc2nc(-c3cccs3)cc(-c3ccccc3)c2c1N
  -37, -9, 0.0, 3, 2, 51*, 5, -64, 5
- O=C(CSc1nc(-c2ccco2)cc(C(F)(F)F)n1)NN1CCOCC1
  2, -1, -3.2, 2, -3, 1, 1, 11, -2
- CS(=O)(=O)N1CCCC(C(=O)Nc2ccccc2)C1 (stereo not drawn)
  12, -13, -0.1, -2, 5, 3, 2, -3, 0
- O=C(CSCc1ccccc1Cl)NN=C1CCCCCC1
  -3, 6, 0.3, -2, -3, 2, 7, 3, -2
- Cc1c(C)c2ccc(OCC(=O)Nc3cccnc3)cc2oc1=O
  12, 4, -0.2, 0, 1, -2, 2, 5, 0
- O=C(COC(=O)c1cccc(Br)c1)NCC1CCCO1 (stereo not drawn)
  3, 16, ·, ·, ·, ·, -3, -7, ·
- O=C(Nc1ccc([N+](=O)[O-])cn1)c1cc(-c2cccc(Cl)c2)nc2ccccc12
  7, -9, 1.9, -3, 0, 2, 8, 7, 1
- CCS(=O)(=O)c1ccc2oc(SCC(=O)N3CCCCC3)nc2c1
  6, 3, 0.2, -1, -1, -3, 2, 7, -2
- COc1cc(C2NC(=O)NC(C)=C2C(=O)OCc2ccc(C)cc2)cc(OC)c1O (stereo not drawn)
  -5, -9, 3.4, 3, -1, 5, 1, 6, 5
- COc1ccc(OC)c2c1C(=O)c1ccccc1C2=O
  0, ·, 0.6, -2, -1, 1, 22, -12, -140
- COc1ccccc1/C=C/C(=O)OCC(=O)N1CCCCC1
  -1, 17, ·, ·, ·, ·, 0, -3, ·
- CC(=O)Nc1ccccc1-c1nc2ccc(C(=O)N3CCN(c4cc(C)ccc4C)CC3)cc2[nH]c1=O
  2, 3, 0.8, 2, 0, 2, 4, 2, -1
- COc1cc(/C=C2\SC(=O)NC2=O)ccc1Oc1ccc([N+](=O)[O-])cc1[N+](=O)[O-]
  9, 3, 5.2, 5, 14, 11, 2, 4, -3
- S=c1[nH]nc(-c2cccnc2)n1Cc1ccccc1
  -10, 10, 2.4, -1, -4, -7, 3, -15, 0
- CC(=O)Nc1ccc(N/C=C/C(=O)c2ccc(C)cc2)cc1
  -7, 4, 1.5, 2, -2, -4, 2, -5, 5
- CCc1noc(C)c1C(=O)Nc1nc2ccc(S(C)(=O)=O)cc2s1
  6, 6, -1.5, 6, -3, -1, 12, 6, 3
- CC(C)CNC(=O)C(=O)Nc1ccc2c(c1)N(S(=O)(=O)c1cccs1)CCC2
  3, -1, 4.2, 1, -1, 3, 5, -7, 2
- CCOc1ccccc1N(C(=O)c1snc(C(N)=O)c1N)C(CC)C(=O)NC1CCCC1 (stereo not drawn)
  -3, 0, 2.3, 3, 0, 4, 0, -2, 2
- COc1ccc(NC(=O)N2CCN(c3ccc([N+](=O)[O-])cc3)CC2)cc1OC
  -19, 3, 0.0, 9, -3, -3, 0, -27, 1
- CC1=CC(C2CC(=O)N(c3ccc(C)cc3)C2=O)CC2C(=O)N(c3ccc(C)cc3)C(=O)C12 (stereo not drawn)
  0, 3, -1.9, 1, -3, 5, -1, 5, 2
- CCOc1ccc(N(Cc2cc3ccc(C)cc3[nH]c2=O)C(=O)COC)cc1
  -1, 3, 1.4, -1, -4, 2, 12, -2, -6
- O=C(CSc1ncn[nH]1)Nc1ccccc1C(=O)O
  14, 3, 2.0, -1, -1, -2, 4, 7, -3
- O=C(CN(C(=O)CCC(=O)Nc1nccs1)c1ccccc1F)NCc1ccccc1
  7, -1, -0.9, 0, -1, 5, 2, 6, 1
- Cc1noc(N)c1C(=O)Nc1ccc(F)c(Cl)c1
  12, 0, 3.0, 0, 1, -1, 41, -4, 2
- CC1(C)NC(=O)N(CCCC(=O)Nc2ccc(C(F)(F)F)cc2)C1=O
  -4, 0, 2.5, ·, 2, ·, 1, -3, ·
- Cc1ccc(C(=O)N2CCc3cc4c(cc3C2C)OCCCO4)cc1 (stereo not drawn)
  -6, 2, 1.6, -3, -2, 8, 6, 6, 0
- CCC1CCCCN1C(=O)CSC1=NN2CCCC(=O)N=C2S1 (stereo not drawn)
  1, 2, -1.7, -1, 1, 2, 0, 2, 2
- Cn1c(O)c(N=NC(=O)c2cccc(S(=O)(=O)N3CCCCC3)c2)c2ccccc21
  4, 17, 3.2, 0, 9, 19, 2, 1, 1
- O=C(CSc1nnc(Cc2ccccc2)n1-c1ccc(Cl)cc1)N1CCOCC1
  1, -1, -1.1, 0, -3, -4, -1, -4, 2
- COCCn1cc(C(=O)N2CCN(C)CC2)c2c3ccccc3n(C)c2c1=O
  4, 2, 2.6, 3, 0, -4, 0, -1, 4

(further entries)
Compound,procasp3 activ,PAFAH2 inh,PP5 inh,CTSL1 counter,PP1 inh,core dimer inh,AHR activator,proCasp7 act,TPT1 inhibitor
O=C(CSc1nnc2c(Cl)cc(C(F)(F)F)cn12)Nc1ccc2c(c1)OCO2,-1,1,-0.7,-4,-3,0,29,-3,3
Cc1ccc2cccc(Oc3ccc([N+](=O)[O-])cc3[N+](=O)[O-])c2n1,0,-1,-1.2,1,0,3,6,3,0
CC(C)c1ccccc1-n1c(SCC(=O)N2CCc3ccccc3C2)nc2ccccc2c1=O,-5,-1,3.7,-2,7,22,-1,8,0
Cc1ccc(NC(=O)N(C2CCCCC2)C(C)c2cccnc2)cc1C (stereo not drawn),3,6,0.7,0,0,0,14,7,0
CC1=Nc2ccc(C)cc2/C1=C/c1c(N)n2oc(C)cc2nc1=O,-8&2,-26&-29,2.5&-0.4,1&1,-1&-1,0&9,6&22,-1&1,16&23
C#CCOn1c(-n2nc(C)cc2C)nc2ccccc2c1=O,0,1,-1.7,12,1,9,4,-3,-4
COc1cc(CNC2CCCC2)cc(OC)c1OC,4,10,2.0,-10,-6,1,1,-11,0
COc1ccccc1NC(=O)c1ccc2snnc2c1,6,-1,-0.6,-1,1,8,-1,2,2
Cc1ccc(NS(=O)(=O)c2cccc3nsnc23)cc1,7,4,0.7,-3,-2,-3,1,8,-2
C/C(=C\C(=O)c1ccccc1)Nc1ccc(O)cc1,-15,0,5.2,-10,2,-1,3,-15,-2
COc1ccccc1C(=O)NNC(=O)c1ccc(NS(=O)(=O)c2cccs2)cc1,10,-9,0.1,-1,0,-4,31,9,-3
Cc1ccc(N2CCN(/N=C/c3sccc3C)CC2)cc1,6,-3,-1.0,0,-4,1,-12,3,0
COc1cc(OC)cc(C(=O)N2CCN(Cc3ccccc3[N+](=O)[O-])CC2)c1,-3,1,4.2,3,2,-2,-2,1,0
COC(=O)c1cc(C(=O)Nc2nnc(CC(C)(C)C)s2)cc([N+](=O)[O-])c1,-2,10,-0.6,4,-3,1,7,-12,0
CCC(OCC(O)CN1CCCCC1)c1ccccc1 (stereo not drawn),-1,0,1.6,2,6,-4,2,5,-3
CN1CCN(C(=O)C2CCC(=O)N(Cc3cccc(C(F)(F)F)c3)C2)CC1 (stereo not drawn),6,2,3.9,0,-5,1,-3,-2,-1
CCN1/C(=C/C(C)=C/c2sc3ccccc3[n+]2CC)Sc2ccccc21,-35,-299,10*,0,23*,-82,-5,-29,-41
Cc1cccc(NS(=O)(=O)c2ccc3c(c2)OCCO3)c1,-6,4,2.5,0,0,-4,1,4,0
CCC(C)CCN1C(N(C)C)=NC[C@@H]1C (stereo partly drawn),1,10,2.7,-1,0,2,0,-3,-3
CCOC(=O)c1c(S(=O)(=O)NCC(=O)Nc2cccc(F)c2)c(C)n(C)c1C,3,5,-0.5,-5,-1,2,1,6,2
CCOc1ccc(S(=O)(=O)N2CCCC(C(=O)Nc3cc(C)cc(C)c3)C2)cc1 (stereo not drawn),-1,6,5.5,7,3,21,3,-11,-3
CCOC(=O)c1c(C)n(CC)c2c1cc(O)c1ccccc12,-14,6,0.1,0,-4,-19,44,-5,1
O=C(Nc1ccon1)Nc1ccccc1C(F)(F)F,0,-2,-0.2,-1,0,6,2,1,-5
CCn1c(-c2ccccc2)csc1=Nc1ccc(S(=O)(=O)O)cc1,-1,4,4.7,-1,-3,-3,-1,1,1
COc1ccc(N2C(=O)/C(=C/c3ccc([N+](=O)[O-])cc3)N=C2C)cc1,-7,·,-0.4,1,3,27,-1,-5,-1
O=C(NCCC(=O)N1CCCCC1)c1ccc(Br)cc1,-6,-4,2.8,-2,3,-5,8,3,6
COc1ccccc1C(=O)Nc1ccccn1,10,0,4.1,0,2,-2,7,-6,3

8 structures from above, ordered by molecular weight, lowest first:
Compound,procasp3 activ,PAFAH2 inh,PP5 inh,CTSL1 counter,PP1 inh,core dimer inh,AHR activator,proCasp7 act,TPT1 inhibitor
COc1ccccc1C(=O)Nc1ccccn1,10,0,4.1,0,2,-2,7,-6,3
O=C(Nc1ccon1)Nc1ccccc1C(F)(F)F,0,-2,-0.2,-1,0,6,2,1,-5
CCOC(=O)c1c(C)n(CC)c2c1cc(O)c1ccccc12,-14,6,0.1,0,-4,-19,44,-5,1
Cc1cccc(NS(=O)(=O)c2ccc3c(c2)OCCO3)c1,-6,4,2.5,0,0,-4,1,4,0
COc1ccc(N2C(=O)/C(=C/c3ccc([N+](=O)[O-])cc3)N=C2C)cc1,-7,·,-0.4,1,3,27,-1,-5,-1
CCn1c(-c2ccccc2)csc1=Nc1ccc(S(=O)(=O)O)cc1,-1,4,4.7,-1,-3,-3,-1,1,1
CCN1/C(=C/C(C)=C/c2sc3ccccc3[n+]2CC)Sc2ccccc21,-35,-299,10*,0,23*,-82,-5,-29,-41
CCOc1ccc(S(=O)(=O)N2CCCC(C(=O)Nc3cc(C)cc(C)c3)C2)cc1 (stereo not drawn),-1,6,5.5,7,3,21,3,-11,-3

High-throughput results: PubChem BioAssay, The Scripps Research Institute Molecular Screening Center
